sPLA2-III inh – human group III sPLA2 inhibitors, primary screen, biochemical, QFRET, BODIPY PC-A2 liposome substrate. QFRET BODIPY PC-A2 liposome hydrolysis, fluorescence. inhibition, % at 12.2 µM. 370,000 tested, 0.56% active;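 active means inhibition above mean plus 3 SD of compounds lying within the high and low control bounds, cut at about 19% in these data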;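 further: 0% = median of test compound wells and 100% = no enzyme DMSO wells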
FXN GAA850 act – FXN promoter activators, primary screen, cell-based, luciferase luminescence, HEK293 lucGAA850; HEK293 lucGAA850 FXN promoter luciferase reporter, 24 h; percent of 10 µM SAHA response; activation, % at 6 µM; 360,000 tested, 0.56% active; AID 540364, 2011;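 active means activation above the average of all compounds screened plus 3 SD, cutoff fixed separately per campaign, cut at about 7.5% in these data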;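 further: 0% = DMSO wells and 100% = 10 µM SAHA wells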
DAX1 inh-1 – DAX1 (NR0B1) inhibitors, primary screen, cell-based, HEK293, Gal4-DAX1, luciferase luminescence. HEK293 Gal4-DAX1 luciferase reporter. inhibition, % at 6.75 µM. 340,000 tested, 0.99% active. AID 504766, 2011;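 active means inhibition above the mean over all tested compounds plus 3 SD, cut at about 4.2% in these data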;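 further: 0% = DAX1-transfected cells with DMSO and 100% = empty-vector control cells with DMSO; inhibition shows as a rise in luminescence from relieved DAX1 repression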
Target sequence (P51843 207-470 limits assumed): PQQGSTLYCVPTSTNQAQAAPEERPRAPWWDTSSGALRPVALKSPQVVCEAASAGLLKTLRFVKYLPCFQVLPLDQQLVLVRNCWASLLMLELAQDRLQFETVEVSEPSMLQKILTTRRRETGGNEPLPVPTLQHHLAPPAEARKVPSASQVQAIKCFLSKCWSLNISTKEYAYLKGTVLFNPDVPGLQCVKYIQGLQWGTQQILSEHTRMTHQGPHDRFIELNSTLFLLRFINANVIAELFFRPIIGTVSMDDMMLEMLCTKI
NPR2 activator – human GC-B receptor activators, primary screen, HEK293 GC-B cells, cGMP TR-FRET, EC30 CNP | 0% at EC30 CNP, 100% saturating CNP | activation, % at 10 µM | 370,000 tested, 0.11% active;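 active means activation at 10 µM reaching about 35% in either raw or pattern-adjusted values, limit read from the data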
SMARCA2 activ – SMARCA2 (BRM) function activators, primary screen, cell-based, luminescence, high throughput; MG213 cells, MMTV-luciferase reporter, dexamethasone, overnight; activation, % at 9.1 µM; 370,000 tested, 1% active; AID 652017, 2013; in the data active means activation above about 7.8%;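 further: 0% = vehicle wells and 100% = reference activator wells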
ssDAF12 agonist – S. stercoralis DAF-12 nuclear receptor activators, primary screen, cell-based, luminescence, HEK293, GRIP1 co-expression, lit1-tk-luc | HEK293 ssDAF-12/GRIP1 lit1-tk-luc reporter; % of 3 µM dafachronic acid response | activation, % at 6.8 µM | 370,000 tested, 1% active | AID 652126, 2013;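 active means activation above the mean over all tested compounds plus 3 SD, cut at about 0.9% in these data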;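 further: 0% = DMSO-only wells and 100% = 3 µM delta7-dafachronic acid wells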
ADAM10 inh – human ADAM10 inhibitors, primary screen, biochemical, QFRET, HTS; inhibition, % at 7 µM; Disintegrin and metalloproteinase domain-containing protein 10 (Homo sapiens), O14672; 370,000 tested, 0.62% active; recombinant ADAM10, EDANS/DABCYL FRET peptide cleavage, 3 h; AID 720582, 2013;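 active means inhibition above a per-campaign cutoff equal to the mean of compounds falling between control-based bounds plus 3 SD, cut at about 20% in these data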;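 further: 0% = DMSO wells while the 100% control is not disclosed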
Target sequence (O14672 214-748 limits assumed): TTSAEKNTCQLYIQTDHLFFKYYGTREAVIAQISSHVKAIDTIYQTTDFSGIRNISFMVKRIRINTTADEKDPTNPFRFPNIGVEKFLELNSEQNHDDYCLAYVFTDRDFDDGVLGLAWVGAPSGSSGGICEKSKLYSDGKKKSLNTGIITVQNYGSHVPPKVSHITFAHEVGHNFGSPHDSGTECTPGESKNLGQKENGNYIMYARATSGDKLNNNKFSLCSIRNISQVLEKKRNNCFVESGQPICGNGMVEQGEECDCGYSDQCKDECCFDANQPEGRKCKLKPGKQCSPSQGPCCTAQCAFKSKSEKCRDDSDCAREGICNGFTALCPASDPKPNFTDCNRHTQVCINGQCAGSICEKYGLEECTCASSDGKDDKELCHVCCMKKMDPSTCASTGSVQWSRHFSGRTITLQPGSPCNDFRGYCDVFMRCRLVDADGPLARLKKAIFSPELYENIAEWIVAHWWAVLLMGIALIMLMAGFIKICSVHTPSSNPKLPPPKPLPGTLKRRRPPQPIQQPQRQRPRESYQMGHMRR
DAX1 inh-2 – DAX1 (NR0B1) inhibitors on StAR promoter, primary screen, cell-based, luminescence, SF-1 (NR5A1), full-length DAX-1; HEK293T StAR-luciferase reporter, SF-1/DAX-1 repression relief; inhibition, % at 6.8 µM; 370,000 tested, 1.1% active; AID 652010, 2013;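 active means inhibition above the mean over all tested compounds plus 3 SD, cut at about 3.6% in these data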;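 further: 0% = DAX-1 cells with DMSO and 100% = cells lacking DAX-1 with DMSO; higher inhibition means more luminescence from relief of DAX-1 repression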
NPR1 activator – GC-A stimulated cGMP production enhancers – HEK293 GC-A cells, cGMP TR-FRET, EC30 ANP, primary screen; Atrial natriuretic peptide receptor 1 (Homo sapiens), P16066; 0% at EC30 ANP, 100% saturating ANP; activation, % at 10 µM; 370,000 tested, 0.14% active; in the data active means activation above about 40%
hgDAF12 agonist – H. glycines DAF-12 receptor agonists, primary screen, cell-based, luminescence, HEK293, GAL4 fusion, UAS-luciferase; activation, % at 6.8 µM; HEK293 GAL4-hgDAF12 UAS-luciferase reporter, agonist luminescence; normalized to butyrate control; AID 687014, 2013; 370,000 tested, 1.8% active; Nuclear hormone receptor DAF-12 (Heterodera glycines), GAL4 fusion;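 active means activation above a cutoff set at the mean of all screened compounds plus 3 SD, cut at about 10% in these data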;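 further: 0% = DMSO wells and 100% = sodium butyrate wells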
hcDAF12 agonist – H. contortus DAF-12 nuclear receptor activators, primary screen, cell-based, luminescence, HEK293, lit1-tk-luc reporter. HEK293 hcDAF-12 lit1-tk-luc reporter; 0% DMSO, 100% Δ7-dafachronic acid. activation, % at 6.8 µM. 370,000 tested, 1.4% active. AID 652067, 2013;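 active means activation above the mean of all tested compounds plus 3 SD, cut at about 5.5% in these data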;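 further: 100% = response to 3 µM Δ7-dafachronic acid high control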
The depositor's hits bear a star; i = inactive; x = not tested or not shown. Compounds were not picked by outcome; about 6.6% have a hit in one of these screens.

1: COc1cc(C(=O)N/C(=C\c2cn(C)c3ccccc23)C(=O)NCCN2CCOCC2)cc(OC)c1OC
2: COc1cc(NC(=O)c2ccc(Br)o2)c(C(=O)O)cc1OC
3: O=C(NNC(=O)c1ccco1)c1ccco1
4: COc1ccc(-c2ccc3c(c2)C2CC3CCN2CCC#N)cc1 (stereo unspecified)
5: C=CCN1C(=O)c2ccc(C(=O)N(C)CC(=O)Nc3cccc(F)c3)cc2C1=O
6: COc1ccc(-c2nn(-c3ccccc3)cc2C(=O)N2CCN(S(=O)(=O)c3cccc(F)c3)CC2)cc1
7: C=CCOc1c(Cl)cc(CNn2cn[nH]c2=S)cc1OC
8: CCOC(=O)C1=CCN(S(=O)(=O)c2ccccc2C)C1c1cccc(Cl)c1 (stereo unspecified)

Compound | 1 | 2 | 3 | 4 | 5 | 6 | 7 | 8
sPLA2-III inh | 0 | 10 | -5 | 0 | -3 | -6 | 11 | 0
FXN GAA850 act | 0.4 | -1.6 | 1.5 | -1.9 | -2.4 | 1.5 | 2.9 | x
DAX1 inh-1 | -0.7 | 2.5 | -0.6 | -0.6 | 0.6 | -0.9 | 2.6 | x
NPR2 activator | 2 | -7 | 4 | 4 | 2 | -1 | 1 | -4
SMARCA2 activ | 0 | -3 | 3 | -5 | -1 | -2 | 3 | -1
ssDAF12 agonist | -0.9 | -0.6 | -1.4 | -1.4 | -0.5 | -1.2 | -1.2 | -0.7
ADAM10 inh | -1 | 11 | 2 | -13 | -3 | -3 | 11 | -3
DAX1 inh-2 | -0.3 | -0.2 | -0.8 | -1.1 | -1.1 | -0.2 | 0.5 | -0.7
NPR1 activator | 0 | -1 | -2 | -2 | 4 | 0 | 1 | -5
hgDAF12 agonist | 0.4 | 0.4 | 1.0 | -3.2 | 4.8 | 2.6 | -1.5 | 2.4
hcDAF12 agonist | 1.8 | 0.5 | -0.7 | -0.4 | 0.6 | 0.5 | -0.3 | -2.5

9: Cc1nn(C(=O)c2ccco2)c(C)c1Sc1ccc([N+](=O)[O-])cc1
10: CC(C(=O)N1CC2(C)CC1CC(C)(C)C2)N1C(=O)c2ccccc2C1=O (stereo unspecified)
11: COc1cc(/C=C/C(=O)OCC(=O)NC(=O)NC2CCCCC2)ccc1OC(F)F
12: CN(C)c1ccc(C(O)P(=O)(OCc2ccccc2)c2ccc(N(C)C)cc2)cc1 (stereo unspecified)
13: COc1cccc(CC(=S)N2CCOCC2)c1
14: Cc1ccc(NC(=S)NNC(=O)c2ccco2)cc1
15: Cc1cc(O)cc2c(=O)c3ccccc3sc12
16: COC(=O)[C@H]1C[C@]2(C(/C=C(\C)CCC=C(C)C)S(=O)(=O)c3ccccc3)c3ccccc3N[C@H]2N1 (stereo partly specified)

Compound | 9 | 10 | 11 | 12 | 13 | 14 | 15 | 16
sPLA2-III inh | 6 | 4 | 2 | 0 | -3 | 14 | -35 | -10
FXN GAA850 act | 0.9 | -2.5 | 2.7 | 1.1 | 0.0 | 4.2 | 1.1 | x
DAX1 inh-1 | -0.2 | -1.1 | 0.3 | x | -1.4 | 1.4 | -0.1 | x
NPR2 activator | -2 | 0 | -2 | -8 | 3 | 2 | -3 | -9
SMARCA2 activ | -2 | 1 | 1 | -5 | -2 | 2 | 4 | x
ssDAF12 agonist | -0.8 | -0.8 | 0.2 | -1.7 | -0.3 | -0.9 | -0.5 | -1.8
ADAM10 inh | 0 | 4 | 4 | 10 | -5 | 4 | 4 | 2
DAX1 inh-2 | -0.2 | 0.2 | 0.6 | 0.5 | -0.1 | 0.5 | 1.1 | x
NPR1 activator | 0 | -1 | -2 | 0 | -2 | -4 | -5 | -7
hgDAF12 agonist | -0.6 | 1.2 | 1.7 | -0.1 | -0.3 | 2.9 | 3.0 | -1.2
hcDAF12 agonist | -0.2 | -1.6 | -0.3 | -2.8 | 1.5 | -0.7 | 1.9 | -1.3

17: CCCCN(C)C(=O)c1ccc(Nc2nc(C(N)COCc3ccccc3)cs2)nc1 (stereo unspecified)
18: Cc1nc2ccc(C(=O)Nc3cccc([N+](=O)[O-])c3)cc2s1
19: O=C(CCCCCN1C(=O)[C@@H]2Cc3ccccc3CN2C1=O)NCCc1ccccc1
20: Cc1cc[n+](-c2nc([O-])sc2/C=N/Nc2ccc([N+](=O)[O-])cc2)cc1
21: CCOC(=O)c1sc(NS(=O)(=O)c2ccccc2)nc1C
22: Cn1c(C(=O)N2CCN(C(=O)c3ccco3)CC2)cc2c(=O)n3ccccc3nc21
23: CCCC(=O)N(c1ccc(OC)cc1)C1C=CS(=O)(=O)C1 (stereo unspecified)
24: CCOC(=O)C(C)n1cnc2c(cnn2-c2ccc(Cl)cc2)c1=O (stereo unspecified)

Compound | 17 | 18 | 19 | 20 | 21 | 22 | 23 | 24
sPLA2-III inh | 4 | -10 | -5 | 4 | -16 | 9 | 4 | 1
FXN GAA850 act | -0.5 | 5.3 | 2.3 | 0.2 | -0.9 | 1.0 | -3.2 | -0.6
DAX1 inh-1 | x | 0.4 | -0.1 | -0.7 | -0.8 | -1.1 | 1.1 | 2.5
NPR2 activator | 1 | 0 | -5 | 0 | -2 | 2 | -6 | 5
SMARCA2 activ | -3 | 0 | -2 | 3 | 4 | -4 | -1 | 2
ssDAF12 agonist | -1.6 | -1.7 | -0.6 | -0.1 | -1.6 | -1.0 | -0.5 | -1.4
ADAM10 inh | -27 | -4 | 3 | 5 | 8 | i | 3 | -11
DAX1 inh-2 | -0.7 | -0.3 | 0.1 | -0.2 | -0.5 | -0.3 | 0.7 | 0.0
NPR1 activator | 1 | 6 | 0 | 2 | -3 | 9 | -6 | 7
hgDAF12 agonist | -1.3 | 9.2 | 0.0 | -1.2 | 0.8 | -0.2 | -0.9 | -0.3
hcDAF12 agonist | -0.4 | -2.7 | 1.4 | 0.3 | 1.7 | -1.8 | -2.3 | -1.2

Part of the list above, set out differently:
# | compound | sPLA2-III inh | FXN GAA850 act | DAX1 inh-1 | NPR2 activator | SMARCA2 activ | ssDAF12 agonist | ADAM10 inh | DAX1 inh-2 | NPR1 activator | hgDAF12 agonist | hcDAF12 agonist
13 | COc1cccc(CC(=S)N2CCOCC2)c1 | -3 | 0.0 | -1.4 | 3 | -2 | -0.3 | -5 | -0.1 | -2 | -0.3 | 1.5
14 | Cc1ccc(NC(=S)NNC(=O)c2ccco2)cc1 | 14 | 4.2 | 1.4 | 2 | 2 | -0.9 | 4 | 0.5 | -4 | 2.9 | -0.7

Going on with the list.
25: N#C/C(=C\c1cccc(Oc2ccc(C(F)(F)F)cc2[N+](=O)[O-])c1)c1nc2ccccc2[nH]1
26: COc1ccc(C)cc1NC(=O)NC(C)c1ccncc1 (stereo unspecified)
27: CCCCNC(=O)C1CC(=O)N(CCC(C)C)C1 (stereo unspecified)
28: COc1ccc(N(C)S(=O)(=O)c2cccc(C(=O)NCC3CCCO3)c2)cc1 (stereo unspecified)
29: CCOc1ccc(CCNC(=O)COC(=O)c2cc(OC)cc(OC)c2)cc1OCC
30: COc1cc2sc3ccc(C#Cc4ccc(N)cc4)cc3c(=O)c2cc1OC
31: Cc1c(C(=O)Nc2nc3ccccc3[nH]2)oc2ccc(Br)cc12
32: Cc1nn(Cc2ccccc2)c(C)c1CCC(=O)O

Compound | 25 | 26 | 27 | 28 | 29 | 30 | 31 | 32
sPLA2-III inh | -1 | 0 | 4 | 2 | -6 | -3 | 10 | 5
FXN GAA850 act | 8.0* | 0.8 | -2.4 | -0.7 | 0.4 | 2.4 | 0.9 | -2.4
DAX1 inh-1 | -0.4 | -1.3 | -0.4 | -1.0 | -0.6 | -1.1 | -0.3 | 2.4
NPR2 activator | 2 | 1 | 1 | 4 | 5 | 2 | -5 | 4
SMARCA2 activ | 3 | -2 | 1 | -1 | -3 | 1 | -1 | 0
ssDAF12 agonist | -0.3 | -1.4 | -1.0 | -0.2 | -2.0 | -1.9 | -0.3 | 0.3
ADAM10 inh | -12 | 1 | 5 | -1 | -1 | -8 | -9 | -2
DAX1 inh-2 | -0.3 | -0.3 | 0.1 | 0.6 | 0.6 | -1.1 | 0.2 | 0.8
NPR1 activator | 8 | 0 | 2 | 2 | -3 | -1 | -2 | 1
hgDAF12 agonist | 5.2 | 2.8 | -1.8 | 1.0 | 1.1 | -3.0 | 4.3 | 2.2
hcDAF12 agonist | 4.2 | -1.6 | 1.1 | -0.8 | 0.9 | -1.3 | -0.8 | -0.7

33: COc1ccc(-n2c(=S)[nH]c3cc(C(=O)N4CCN(c5ccccc5)CC4)ccc3c2=O)cc1
34: O=C(Nc1ccc(Cl)cc1)c1nc[nH]c1C(=O)NCCCCNC(=O)c1[nH]cnc1C(=O)Nc1ccc(Cl)cc1
35: CN(CC(=O)Nc1cccc(F)c1)C(=O)COc1ccc2c(c1)CCC2
36: COc1ccc(C2/C=C\CN(S(=O)(=O)/C=C/c3ccccc3)CC(=O)N2Cc2ccc(F)cc2)cc1 (stereo unspecified)
37: CCOc1ccc(S(=O)(=O)N2CCCCC2)cc1NC(=O)CCNC(=O)c1ccco1
38: CC(C)CC(=O)Nc1ccc(C(=O)COC(=O)C2CC(=O)N(Cc3ccccc3)C2)cc1 (stereo unspecified)
39: Cc1nc(SCc2ccc(OCCC(C)C)cc2)n[nH]1
40: COC(=O)C(CCC(C(=O)OC)N1C(=O)c2ccccc2C1=O)N1C(=O)c2ccccc2C1=O (stereo unspecified)

Compound | 33 | 34 | 35 | 36 | 37 | 38 | 39 | 40
sPLA2-III inh | 3 | 8 | -11 | -6 | 9 | -9 | -19 | -4
FXN GAA850 act | -2.4 | 0.5 | -0.7 | 0.3 | -0.8 | -0.2 | 5.4 | -0.6
DAX1 inh-1 | 2.6 | 0.5 | -0.4 | 0.6 | -0.5 | -0.1 | 0.5 | 0.8
NPR2 activator | -1 | -14 | -7 | -4 | 5 | 3 | -1 | -12
SMARCA2 activ | 0 | 2 | 2 | 0 | -2 | 0 | 2 | 0
ssDAF12 agonist | -0.9 | -1.4 | -1.4 | -0.6 | -0.9 | -0.8 | -1.9 | -1.0
ADAM10 inh | 1 | 2 | 3 | 8 | -14 | -2 | 13 | -5
DAX1 inh-2 | 0.0 | 0.3 | -2.3 | -0.4 | -0.4 | -0.5 | 0.7 | 0.0
NPR1 activator | 4 | -4 | -2 | -1 | 0 | 2 | -1 | -10
hgDAF12 agonist | 0.5 | 0.1 | 2.8 | 0.9 | -1.6 | 4.3 | 1.6 | 2.8
hcDAF12 agonist | -1.2 | 0.9 | -1.9 | -1.5 | -1.1 | 0.5 | -0.8 | 0.0

Screening results: PubChem BioAssay, several laboratories
